Screening results (PubChem BioAssay)
Menin-MLL TR inh: qHTS Assay for Inhibitors Targeting the Menin-MLL Interaction in MLL Related Leukemias: Competition With Texas Red Labeled MLL-derived Mutant Peptide | O00255 | Menin + Texas Red MLL mutant peptide, fluorescence polarization | Potency, µM (highest dose often 61.6 µM), for inactives: at the highest dose FP activity change, negative = inhibition, hits mostly inhibitors | actives 0.23% (n = 270,000) | AID 1768, 2009; active = well fitted inhibition curve with a large enough effect in the polarisation, with a control signal flat, not every such curve was filed as active; inconclusive = small, poorly fitted or top-dose-only effect, or effect the other way, or a change in a side signal; inactive = no such curve, though single readings can be large or run the other way; the % refers to the polarisation; note: % of control where 0% means no effect; many of its hits are not listed in these tables
RORgamma inh: qHTS for inhibitors of ROR gamma transcriptional activity; Nuclear receptor ROR-gamma (Mus musculus), P51450; Drosophila S2 Gal4-RORgamma UAS-luciferase reporter, 20 h; Potency, µM (highest dose often 53.6 µM), without a hit: at the top dose activity change, negative = inhibition, most hits filed as inhibitors; actives 5.4% (n = 310,000); note: % is set by controls: 0 for no effect and ±100 for the full control effect; nearly all actives have a fitted effect of over 60% in size
Target sequence (P51450 whole entry, looked up, the tested form may be a part): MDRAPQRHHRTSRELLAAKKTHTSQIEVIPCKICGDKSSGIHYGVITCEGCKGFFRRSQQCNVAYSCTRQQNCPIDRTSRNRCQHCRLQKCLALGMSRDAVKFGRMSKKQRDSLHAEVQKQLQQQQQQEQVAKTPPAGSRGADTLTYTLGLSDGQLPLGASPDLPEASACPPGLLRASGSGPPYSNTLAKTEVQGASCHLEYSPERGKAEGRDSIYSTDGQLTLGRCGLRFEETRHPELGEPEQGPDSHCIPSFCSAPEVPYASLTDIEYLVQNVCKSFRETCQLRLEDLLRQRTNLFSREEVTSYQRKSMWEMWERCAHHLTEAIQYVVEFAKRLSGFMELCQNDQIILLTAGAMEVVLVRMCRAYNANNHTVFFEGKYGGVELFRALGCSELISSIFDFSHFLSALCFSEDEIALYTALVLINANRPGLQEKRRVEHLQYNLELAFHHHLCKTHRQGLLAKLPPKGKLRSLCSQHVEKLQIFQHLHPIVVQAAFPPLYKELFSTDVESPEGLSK
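ROR gamma transcriptional activity was tracked as Gal4-UAS luciferase output in stably transfected Drosophila Schneider cells, with compound added 1 hr before 700 uM copper sulfate induction and a 20 hr ambient-temperature incubation.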
VP16 counter: VP16 counterscreen qHTS for inhibitors of ROR gamma transcriptional activity; Drosophila S2 Gal4-VP16 UAS-luciferase, luminescence, 20 h; Potency, µM (highest dose often 53.6 µM), for the others: at the highest dose activity, negative = inhibition, actives largely listed as inhibitors; actives 3.5% (n = 310,000);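 note: Gal4-VP16 expression switched on by copper sulfate through the metallothionein promoter; % is set by controls: 0 for no effect and ±100 for the full control effect; nearly all actives have a fitted effect of over 50% in size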
FLuc counter: qHTS profiling assay for firefly luciferase inhibitor/activator using purifed enzyme and Km concentrations of substrates (counterscreen for miR-21 project); Potency, µM (highest dose often 57.5 µM), inactives show at the top dose activity change, negative = inhibition, most hits filed as inhibitors; actives 6.9% (n = 360,000); AID 588342, 2011; Luciferin 4-monooxygenase (Photinus pyralis), P08659; purified FLuc, Km substrates, luminescence inhibition;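 note: plate controls were vehicle for no effect and reference inhibitor for full effect; nearly all actives have a fitted effect of over 55% in size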
Target sequence (P08659 whole entry, looked up): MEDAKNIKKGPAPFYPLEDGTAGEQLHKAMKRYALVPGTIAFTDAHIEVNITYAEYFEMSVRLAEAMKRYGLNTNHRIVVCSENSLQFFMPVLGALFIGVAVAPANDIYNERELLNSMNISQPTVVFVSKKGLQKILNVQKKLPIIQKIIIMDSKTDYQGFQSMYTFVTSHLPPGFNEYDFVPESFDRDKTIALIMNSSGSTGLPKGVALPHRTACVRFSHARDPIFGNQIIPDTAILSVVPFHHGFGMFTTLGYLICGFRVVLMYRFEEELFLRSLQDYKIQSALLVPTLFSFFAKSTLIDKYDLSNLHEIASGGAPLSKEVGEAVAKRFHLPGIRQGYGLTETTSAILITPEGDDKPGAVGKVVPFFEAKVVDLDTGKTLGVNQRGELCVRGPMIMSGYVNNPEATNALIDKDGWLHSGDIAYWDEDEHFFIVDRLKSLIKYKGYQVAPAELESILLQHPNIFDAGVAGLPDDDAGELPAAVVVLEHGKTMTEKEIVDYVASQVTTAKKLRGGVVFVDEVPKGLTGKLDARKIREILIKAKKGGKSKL
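Purified P. pyralis luciferase (10nM final) with 10uM D-luciferin and 10uM ATP (Km levels) in 50mM Tris acetate pH 7.5, 10mM Mg acetate, 0.01% Tween-20, 0.05% BSA; qHTS 6-point titration, ~60 µM downward; luminescence read.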
ELG1 DNA repair: qHTS screen for small molecules that inhibit ELG1-dependent DNA repair in human embryonic kidney (HEK293T) cells expressing luciferase-tagged ELG1; actives 2.3% (n = 330,000); HEK293T ELG1-luciferase reporter, luminescence, 16 h; DNA damage induced by 5-fluorouridine; Potency, µM (top dose mostly 46.1 µM), for inactives: top-dose activity change, negative = inhibition, usual class: inhibitors; note: % is set by controls: 0 for no effect and ±100 for the full control effect; nearly all actives have a fitted effect of over 55% in size
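Step one: seed 2,000 cells per well. Step two: pin-transfer compound or DMSO alongside 5-fluorouridine. Step three: incubate 16 hr, 37 °C, 5% CO2. Step four: add ONE-Glo, wait 30 min, read luminescence.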
The depositor's hits bear a star; ? = inconclusive; . = no result given; [ ] = dose if it differs, or a comment. Unless noted, calls come from the whole dose curve; as a rule, active = well fitted curve in the direction sought with a large enough effect; inconclusive = small, poorly fitted or top-dose-only effect, or another doubt; inactive = no such curve, though single readings can be large; an effect the other way counts as inactive or inconclusive. Potency is the fitted concentration of half-maximal effect. The list is partial; the hit share may differ from the screen's.

SMILES | Menin-MLL TR inh | RORgamma inh | VP16 counter | FLuc counter | ELG1 DNA repair
CC(=O)OC[C@]12CC[C@H]3[C@@](C)(CC[C@H]4C(C)(C)CCC[C@]34C)[C@@H]1C[C@H](C1=CC(=O)O[C@H]1OC(C)=O)O2 | . | . | . | . | ?
C[C@H](CO)N1C[C@H](C)[C@@H](CN(C)S(C)(=O)=O)Oc2c(NC(=O)C3CCCCC3)cccc2C1=O | . | . | . | . | 18%
C=CC[C@@H](Cc1ccc(F)cc1)C(=O)OC[C@H]1CCCN1C(=O)[C@H](CC=C)CC(=O)N[C@H](CO)Cc1ccccc1 | . | . | . | . | 23µM*
O=S(=O)(c1ccccc1Br)N(Cc1ccccc1)CC(O)COCc1ccccc1 (configuration not stated) | . | . | . | . | ?
CN(C)C(CNC(=O)CSC(=S)N1CCCC1)c1ccccc1 (configuration not stated) | . | . | . | . | ?
CC1(C(=O)Nc2cccc(-n3cnnn3)c2)Cc2ccccc2C(=O)O1 (configuration not stated) | . | . | . | . | ?
O=C1NC(Cc2ccccc2)c2nc3ccc(Br)cc3c(=O)n2-c2cc(Cl)ccc21 (configuration not stated) | . | . | . | . | 11%
O=C1OC[C@H]2CCCN2C(=O)[C@@H](CC(=O)N(CCO)Cc2ccccc2)C/C=C\C[C@@H]1Cc1ccc(F)cc1 | . | . | . | . | ?
Cc1nc(SCc2nc3cc(Cl)c(F)cc3[nH]2)c2oc3ccccc3c2n1 | . | . | . | . | ?
COc1ccc(-c2cc3ccc(F)cc3cn2)cc1 | . | . | . | . | ?
C[C@H]1CN(S(=O)(=O)c2c(F)cccc2F)CCN1S(=O)(=O)c1ccc2c(c1)OCCO2 | . | . | . | . | -17%
O=C(NCc1cc(C(F)(F)F)ccc1Cl)c1cccc2c1C(=O)c1ccc(-c3ccc(OC(F)(F)F)cc3)cc1S2(=O)=O | . | . | . | . | 8%

Profiles as entered above:
Listed for `C[C@H]1CN(S(=O)(=O)c2c(F)cccc2F)CCN1S(=O)(=O)c1ccc2c(c1)OCCO2` : Menin-MLL TR inh: .; RORgamma inh: .; VP16 counter: .; FLuc counter: .; ELG1 DNA repair: -17%
Listed for `O=C1NC(Cc2ccccc2)c2nc3ccc(Br)cc3c(=O)n2-c2cc(Cl)ccc21` (configuration not stated) : Menin-MLL TR inh: .; RORgamma inh: .; VP16 counter: .; FLuc counter: .; ELG1 DNA repair: 11%
Listed for `CC(=O)OC[C@]12CC[C@H]3[C@@](C)(CC[C@H]4C(C)(C)CCC[C@]34C)[C@@H]1C[C@H](C1=CC(=O)O[C@H]1OC(C)=O)O2` : Menin-MLL TR inh: .; RORgamma inh: .; VP16 counter: .; FLuc counter: .; ELG1 DNA repair: ?

Further records
SMILES | Menin-MLL TR inh | RORgamma inh | VP16 counter | FLuc counter | ELG1 DNA repair
CC(=O)c1cccc(NC(=O)COC(=O)CCNS(=O)(=O)c2ccccc2)c1 | . | . | . | . | 17%
COc1ccc(-c2ccc3oc(-c4ccsc4)c(-c4ccc(Br)nc4)c3c2)cc1 | . | . | . | . | ?
COc1ccc(C2=Nn3c(nnc3-c3ccccc3Cl)SC2)cc1OC1CCOC1 (configuration not stated) | . | . | . | . | ?
Cc1ccc(S(=O)(=O)N2[C@@H](c3ccc(Br)cc3)C(C(=O)O)=CC[C@H]2c2ccc(Cl)cc2)cc1 | . | . | . | . | -2%
CN(C(=O)c1ccc(NC(=O)C2CCN(C(=O)OC(C)(C)C)CC2)cc1)C1CC1 | . | . | . | . | 3%
CC(=O)NCCc1ccc(C(=O)COC(=O)C2CCCCC2)cc1 | . | . | . | . | ?
C#CCOCCOCCOCCNc1nc(N2CCN(C(=O)[C@H](CCC(=O)O)n3cc([C@@H](N)[C@H](C)CC)nn3)CC2)nc(N2CCN(C(=O)[C@H](CCC(=O)O)n3cc([C@@H](N)CC(N)=O)nn3)CC2)n1 | . | . | . | . | 2%
Cc1ccc([C@H]2C(C(=O)O)=CC[C@@H](c3ccc(C)cc3)N2S(=O)(=O)c2ccccc2C)cc1 | . | . | . | . | -9%
O=C1OCCN1C(=O)[C@H]1[C@H](c2ccccc2)C(c2ccccc2)=NN1c1ccccc1 | ? | -2% | 14% | . | 1%
O=C1OCCN1C(=O)[C@H]1[C@H](c2ccc([N+](=O)[O-])cc2)C(c2cccc(Cl)c2)=NN1c1ccc(Br)cc1 | ? | 2%[40.7 µM] | -9%[40.7 µM] | . | -6%
O=C(CN1C(=O)CCSc2ccccc21)Nc1ccc(C(F)(F)F)cc1 | . | . | . | -9% | .
Cc1ccc(Cl)c2sc(N3CCN(C(=O)C4CC4)CC3)nc12 | . | . | . | -17% | .
Oc1c(C(c2ccccc2Cl)N2CCCC2)sc2nc(-c3ccco3)nn12 (configuration not stated) | . | . | . | -20% | .
O=C(COc1ccccc1F)NC1CC(=O)N(c2ccc3c(c2)OCCO3)C1 (configuration not stated) | . | . | . | 4% | .
Cc1cccc(-c2nc(CSCC(=O)N3CCN(c4ccccc4)CC3)c(C)o2)c1 | . | . | . | -17% | .
CCc1ccc2ncc3c(-c4ccc(C)cc4)nn(CC(=O)NCc4ccccc4)c3c2c1 | . | . | . | 2% | .
CCc1cccc(CC)c1NC(=O)C(CC)n1nc(C)n2c(cc3cc(C)ccc32)c1=O (configuration not stated) | . | . | . | 1% | .
Cc1ccccc1Cn1c(CN2CCC(C(=O)NCCc3ccccc3)CC2)cc2ccccc21 | . | . | . | -7% | .
CN1CCN(CCCNC(=O)c2cnn(-c3ccccc3)c2C2CCN(C(=O)OC(C)(C)C)CC2)CC1 | . | . | . | -8% | .
CCCOc1ccc(CNC(=O)CCCn2nc(C)c3sc4ccccc4c3c2=O)cc1 | . | . | . | 7.6µM* | .
COc1ccc(NC(=O)COCc2cc(-c3ccco3)on2)cc1 | . | . | . | -10% | .
COC(=O)c1cnn(-c2ccc(C(=O)Nc3ccc(OC(F)(F)F)cc3)cc2)c1N | . | . | . | 3% | .
COc1ccccc1N1CCN(c2nc3ccccc3n3cnnc23)CC1 | . | . | . | -19% | .
CC(C)c1ccc(NC(=O)C2CCCN(S(=O)(=O)c3cccc4cccnc34)C2)cc1 (configuration not stated) | . | . | . | 2% | .
Cc1cc(=O)[nH]c2nnc(SCc3ccc(Cl)c(Cl)c3)n12 | . | . | . | -11% | .
CCn1cc(C(=O)N2CCN(c3ccccc3)CC2)c(=O)c2cc(S(=O)(=O)N(C)C)ccc21 | . | . | . | -2% | .
COc1ccc(-c2noc(-c3ccc(N4CCN(C)CC4)c([N+](=O)[O-])c3)n2)cc1OC | . | . | . | -8% | .
CCOC(=O)Cn1c(=O)n(CC2CCCO2)c2nc(-c3ccccc3F)nc(C(N)=O)c21 (configuration not stated) | . | . | . | 1% | .
CCOc1ccc(CNC(=O)c2ccccc2NC(=O)c2nsc3ccccc23)cc1 | . | . | . | ? | .
Cc1cccc(N2CCN(S(=O)(=O)c3cc(Cl)ccc3Cl)CC2)c1C | . | . | . | -6% | .
CCN(CC)C(=O)CSc1nc(-c2ccccc2F)nc2c1Cc1c(CO)cnc(C)c1O2 | . | . | . | 4% | .
CCCNC(=O)c1ccc2c(c1)nc1n2CCCCC1 | . | . | . | 17µM* | .
CCOC(=O)c1c(-c2ccccc2)oc2cc(Br)c(OCc3ccccc3)cc12 | . | . | . | -3% | .
Cc1ccc(C)c(Cn2c(=O)c3c(nc4n3CCN4c3ccc(F)cc3)n(C)c2=O)c1 | . | . | . | ? | .
Cc1ccc(C)c(OCC(=O)Nc2ccc(S(=O)(=O)Nc3onc(C)c3C)cc2)c1C | . | . | . | ? | .
CC(=O)N1c2ccc(S(=O)(=O)N3CCCCCC3)cc2CC1C(=O)NCc1cccc(C)c1 (configuration not stated) | . | . | . | 0% | .
CCc1ccccc1NC(=O)CSc1nnc2ccc3ccccc3n12 | . | . | . | ? | .
CCCCn1c2ccccc2c2nnc(SCC(=O)Nc3ccc(NC(C)=O)cc3)nc21 | . | . | . | -7% | .
O=C(Nc1ccccc1)C(Cc1ccccc1)N1Cc2ccccc2C1=O (configuration not stated) | . | . | . | -2% | .
COc1cc(OC)c(NC(=O)C2CCCN(c3ncnc4c3nc3n4CCCCC3)C2)cc1Cl (configuration not stated) | . | . | . | -16% | .
Cc1oc2ncn(C)c(=O)c2c1C(=O)NCCCN1CCCC(C)C1 (configuration not stated) | . | . | . | -5% | .
CC(C)CCNC(=O)CCCn1c(=O)c2cccn2c2ccccc21 | . | . | . | 0% | .
CSc1ccc(CCNC(=O)c2cc(C)nc3c2c(C)nn3-c2ccccc2)cc1 | . | . | . | -8% | .
COc1cc2c(=O)c(S(=O)(=O)c3ccc(C)cc3)cn(Cc3cccc(C)c3)c2cc1OC | . | . | . | -1% | .
Cc1nc2ccc(S(=O)(=O)CCC(=O)Nc3ccc(C)c(C)c3)cc2s1 | . | . | . | -7% | .
CCOC(=O)c1c(NC(=O)Nc2ccc(F)cc2)sc(C(=O)N(C)C)c1C | . | . | . | -6% | .
CC(C)Oc1ccc(C(=O)NCCc2csc(-c3cccc(F)c3)n2)cc1 | . | . | . | 24µM* | .
CCc1cnc2c(c1SCC(=O)N1CCCCC1)c(=O)n(C)c(=O)n2C | . | . | . | -1% | .
COc1ccc2c(c1)c1c(c(=O)n(Cc3ccccc3)c(=O)n1Cc1ccc(C)cc1)n2C | . | . | . | -5% | .
Cc1ccc2oc(=O)c3cnn(CC(=O)NCc4ccccc4Cl)c3c2c1 | . | . | . | 0% | .
CSc1nc2sc3c(c2c(=O)n1-c1ccc(F)c(Cl)c1)CCN(C(C)=O)C3 | . | . | . | 1% | .
Cc1ccc(CNC(=O)c2cc(-c3ccc(Cl)cc3)on2)cc1 | . | . | . | -1% | .
CCOCCCNC(=O)CN1C(=O)c2c(c3ccccc3n2C)C1c1ccc(OC)cc1 (configuration not stated) | . | . | . | 1% | .
COC(=O)c1ccc([C@@H]2Nc3c(OC)ccc(C)c3[C@@H]3C=CC[C@@H]32)cc1 | . | . | . | -18% | .
CCOC(=O)C1CCCN(C(=O)c2ccc3c(c2)sc2nc(-c4ccc(C)cc4C)cn23)C1 (configuration not stated) | . | . | . | -1% | .
CCn1c(C(=O)NCc2ccccc2Br)cc2oc3ccccc3c21 | . | . | . | -10% | .
O=C(c1cnn(-c2cccc(F)c2)c1-n1cccc1)N1CCN(c2ccccc2F)CC1 | . | . | . | -2% | .
Cc1nn(-c2ccccc2)c(OC(=O)C(C)C)c1Sc1ccc(Cl)cc1 | . | . | . | 13µM* | .
COc1ccc(C2CC(=O)Nc3c2c(=O)n(C)c2nc4ccccc4n32)cc1 (configuration not stated) | . | . | . | -19% | .
COc1ccc2nc(NC(=O)c3cc(=O)c4ccccc4o3)sc2c1 | . | . | . | 1.7µM* | .

The results go on:
SMILES | Menin-MLL TR inh | RORgamma inh | VP16 counter | FLuc counter | ELG1 DNA repair
CS(=O)(=O)NCC(c1ccco1)N1CCN(c2ccccc2)CC1 (configuration not stated) | . | . | . | -5% | .
Cc1nn(-c2ccccc2)c(OC(=O)c2ccccc2Br)c1S(=O)(=O)c1ccccc1 | . | . | . | ? | .
Cc1ccc(Cl)cc1NS(=O)(=O)c1ccc2oc(=O)c3ncn(C)c3c2c1 | . | . | . | -12% | .
O=C(CN1CCN(CC(=O)Nc2ccccc2F)CC1)Nc1ccc(Cl)c(C(F)(F)F)c1 | . | . | . | -3% | .
O=C(CCc1ccccc1)N1CCc2c([nH]c3ccccc23)C1c1ccc(Cl)cc1 (configuration not stated) | . | . | . | -5% | .
CCN(CC)CCN(C(=O)c1ccc(C(=O)OC)cc1)c1nc2ccc(Cl)cc2s1 | . | . | . | 1% | .
